sEH inhibitor – soluble epoxide hydrolase (human) inhibition; P34913; recombinant human sEH enzymatic activity assay; inhibition, % at 2 µM; hit rate 0.34% among 91,000; AID 707; in the data active = inhibition above about 80%; also: values of inactives mirror those of a sister screen read the other way; many of its hits are not listed in these tables
S1P2 agonist – S1P2 (human) receptor agonism; O95136; S1P2-expressing cell line, agonist reporter read-out; activation, % at 4.5 µM; hit rate 0.46% among 97,000; AID 729; in the data active = activation above about 16%;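 also: 0% = vehicle low control and 100% = maximal reference agonist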
E coli WT exp – growth inhibitors of E. coli BW25113 wild type | OD600 absorbance | growth inhibition, % at 100 µM | hit rate 0.15% among 98,000 | AID 710;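 active = growth inhibition above about 50% at one test dose, limit read from the data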;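 also: growth measured after 20 h incubation at 37 °C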
PostGolgi yeast – growth inhibition of a yeast mutant, post-Golgi transport screen; post-Golgi transport phenotypic cell assay; inhibition, % at 10 µM; hit rate 0.9% among 98,000;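 also: yeast cells grown in 1536-well plates; yeast grown about 18 h at 30C before absorbance read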
sEH act – activators of human soluble epoxide hydrolase; AID 717; P34913; purified human sEH enzymatic activity, activator screen; activation, % at 2 µM; hit rate 0.04% among 91,000; in the data active = activation above about 37%; also: values of inactives mirror those of a sister screen read the other way
S1P2 antag – blocks the human S1P2 receptor; inhibition, % at 5 µM; hit rate 0.21% among 97,000; cell-based S1P2 antagonist assay, inhibition at 5 uM; in the data active = inhibition above about 45%;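 also: CRE beta-lactamase reporter cells expressing human S1P2 stimulated with S1P; 0% = agonist at EC80 alone and 100% = agonist plus reference antagonist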
PLAP act – activators of human placental alkaline phosphatase; AID 696; activation fold at 20 µM; purified PLAP enzyme, luminescent substrate read-out; active compounds read high; hit rate 1.2% among 96,000; in the data active = activation fold above about 2
CD11b adhes inh – blocks human CD11b/CD18 adhesion to fibrinogen | inhibition, % at 10 µM | P05107+P11215 | AID 1497 | K562 CD11b/CD18 adhesion to fibrinogen, ATPlite luminescence; Mn2+ added to activate the integrin | hit rate 0.54% among 93,000;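 active = primary inhibition of 50% or more at 10 µM, then 40% or more on retest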; also: some results filed as inactive read as strong as hits
Target sequence (P05107 whole entry, looked up, other chains not shown): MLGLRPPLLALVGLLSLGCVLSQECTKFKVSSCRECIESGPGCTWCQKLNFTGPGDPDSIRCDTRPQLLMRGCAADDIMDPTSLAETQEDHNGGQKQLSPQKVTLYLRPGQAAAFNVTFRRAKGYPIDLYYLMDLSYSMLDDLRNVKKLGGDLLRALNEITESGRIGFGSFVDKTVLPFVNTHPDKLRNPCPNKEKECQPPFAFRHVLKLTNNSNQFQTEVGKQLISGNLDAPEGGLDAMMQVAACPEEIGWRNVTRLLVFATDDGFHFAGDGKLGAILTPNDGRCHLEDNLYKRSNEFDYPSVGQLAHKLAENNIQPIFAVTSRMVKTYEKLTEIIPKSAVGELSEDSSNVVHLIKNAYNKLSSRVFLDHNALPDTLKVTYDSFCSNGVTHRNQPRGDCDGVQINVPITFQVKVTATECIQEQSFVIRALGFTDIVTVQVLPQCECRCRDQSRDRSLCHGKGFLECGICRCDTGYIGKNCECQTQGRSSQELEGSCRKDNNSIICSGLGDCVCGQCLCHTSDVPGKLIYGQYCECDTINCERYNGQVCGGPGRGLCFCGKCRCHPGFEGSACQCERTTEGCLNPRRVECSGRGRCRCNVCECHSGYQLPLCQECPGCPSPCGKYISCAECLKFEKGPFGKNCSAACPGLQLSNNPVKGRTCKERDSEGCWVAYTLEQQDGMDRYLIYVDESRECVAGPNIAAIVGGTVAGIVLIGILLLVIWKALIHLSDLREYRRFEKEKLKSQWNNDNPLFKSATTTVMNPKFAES
PostGolgi ctrl – growth of the yeast control strain, post-Golgi counter-screen; efflux-deficient yeast background strain, growth absorbance A615, 16 h; inhibition, % at 10 µM; hit rate 5% among 98,000; AID 738
* = called active by the depositor; · = not tested or not shown. Rule as the data show it, unless noted: active = inhibition above about 30%; inactive = the rest.

SMILES	sEH inhibitor	S1P2 agonist	E coli WT exp	PostGolgi yeast	sEH act	S1P2 antag	PLAP act	CD11b adhes inh	PostGolgi ctrl
CCOC(=O)c1cc2c(C(F)(F)F)cc(-c3cccnc3)nc2o1	-5	-5	3	12	6	13	0.9	0	5
CNC(=O)c1nnn(Cc2ccccc2)c1NC(=O)C(F)(F)F	12	-1	-5	0	-11	-3	0.9	·	17
COC(=O)Cn1c2ccc(F)cc2c2nc(C)sc21	2	-4	1	-4	0	-1	0.9	-14	2
O=C(c1cccs1)N(Cc1ccco1)C1CCS(=O)(=O)C1 (stereo not drawn)	-3	-4	0	-7	1	-14	1	-1	8
Nc1ccc(-c2n[nH]c(=O)c3ccccc23)cc1N	51	-3	7	8	-49	-22	0.9	-4	12
CCCC(=O)N1CCCC(c2nc(-c3cccs3)no2)C1 (stereo not drawn)	4	-1	8	4	-2	-8	0.9	-9	2
CCOC(=O)C(O)(CCC(O)(C(=O)OCC)C(=O)OCC)C(=O)OCC	1	-4	6	-4	-1	19	1.2	-9	5
COc1ccccc1CC(=O)O/N=C(\N)c1cccc([N+](=O)[O-])c1	-2	-4	3	2	2	-7	0.8	-4	8
Cc1nc2ccccc2c2c1C(=O)N(C1CCCCCCC1)C2=O	-3	-1	0	-2	2	-1	0.9	2	-7
CCOC(=O)N1CCN(C(=O)c2ccccc2CCc2ccccc2)CC1	-4	-5	3	-1	5	-15	1.5	-16	7
N#Cc1ccc(CSc2nnc(-c3ccncc3)n2CCc2ccccc2)cc1	-12	-3	5	2	12	-14	1	20	3
COc1ccccc1/C=N/n1c(C)nnc1-n1nc(C)cc1C	-1	-3	-6	-4	-4	-8	0.9	-15	0
CC1CN(S(=O)(=O)c2cccc(C(=O)OCC(=O)c3cccs3)c2)CC(C)O1 (stereo not drawn)	-4	-6	0	1	4	8	1.1	-5	4
Cc1cccc(C)c1NC(=S)NNc1ncc(C(F)(F)F)cc1Cl	8	-2	2	1	-8	-3	2.1*	3	4
CSc1ccc(CNc2ccc(C)c(C)c2)cc1	10	-2	-2	-2	-7	7	0.7	·	38*
CCOC(=O)c1ccc(N2C(=O)C(O)=C(C(C)=O)C2c2ccccc2)cc1 (stereo not drawn)	-2	-5	·	·	6	-5	·	·	·
CCOC1=NC(C(=O)O)c2ccccc2/C(=C(/C)Cl)N1 (stereo not drawn)	4	-5	3	1	-3	5	0.9	4	5
CCSc1c(C(=O)NC)ccc2c1C(=O)c1ccccc1C2=O	-14	-2	-8	-1	18	-2	0.9	13	10
COc1ccc(Cl)cc1N=Cc1c(O)cc(C)oc1=O	-6	-3	·	·	8	-12	·	·	·
Cc1cc(=O)n2[nH]c(SCc3ccccc3)nc2n1	-14	-4	-3	-5	11	-2	0.8	2	-4
Cc1ccc(S(=O)(=O)NCC(=O)OCC(=O)NC(=O)c2cccn2C)cc1	4	-1	0	-4	-2	-40	1.5	8	-3
O=C(CSc1ccc2nnc(-c3cccnc3)n2n1)N1CCOCC1	8	-5	6	-1	-9	-3	0.9	-16	-8
Cc1ccc(-n2c(N)c(C(=O)N3CCOCC3)sc2=S)c(C)c1	-4	-3	6	13	4	21	1.5	11	29
Cn1cnc2c1c(=O)n(Cc1cccc(Br)c1)c(=O)n2C	9	-5	4	3	-5	-7	1.1	-1	10
CCOC(=O)C(C(=O)NCc1ccc(F)cc1)c1ncc(C(F)(F)F)cc1Cl (stereo not drawn)	7	-4	-6	-6	-9	10	1.2	-22	-7
(list continues)
SMILES	sEH inhibitor	S1P2 agonist	E coli WT exp	PostGolgi yeast	sEH act	S1P2 antag	PLAP act	CD11b adhes inh	PostGolgi ctrl
O=C(O)c1cc(NCc2ccccc2)ccc1N1CCOCC1	0	-2	-2	5	2	10	1.1	-8	12
CCN(CC)S(=O)(=O)c1ccc2c(c1)nc(SCC(N)=O)n2-c1ccc(OC)cc1	-5	-6	-7	2	8	4	1.6	-15	4
OCCN1CCN(CCOc2cccc(Cl)c2)CC1	-10	-6	5	27	11	25	1	8	13
CCOC(=O)CSc1nc2cc(C(=O)NCc3ccco3)ccc2c(=O)n1C1CCCCC1	-3	-1	0	-7	5	7	0.9	1	45*
C(=N\n1cnnc1)/c1ccccn1	·	-1	4	21	·	-22	0.9	-16	-4
CCOC(=O)Cn1c(=O)c2c(nc(Br)n2Cc2ccccc2Cl)n(C)c1=O	12	-2	·	·	-11	-2	·	·	·
O=C(c1cc(-c2ccccc2)nc2ccccc12)N1N=C(C(F)F)CC1(O)C(F)F (stereo not drawn)	-2	-6	7	10	4	-8	1.7	3	4
CCC(=NCc1ccco1)c1c(C(F)(F)F)[nH]n(-c2nc3ccccc3s2)c1=O	-9	0	0	5	8	3	1.8	9	22
O=C1NC2(NN1c1ccccc1)C1CC3CC(C1)CC2C3 (stereo not drawn)	8	-3	0	3	-7	10	0.9	-4	-5
CSc1nc2c(c(=O)n1C)SC(C)C2 (stereo not drawn)	9	-7	5	-2	-10	-23	0.9	-10	4
CC(=O)Nc1cccc(NC(=O)CSc2nnnn2C)c1	6	-3	8	16	-2	-12	0.8	-24	22
COc1ccc(OCc2nn3c(-c4ccco4)nnc3s2)cc1	4	-2	7	22	-5	-7	1	10	4
Cc1cc(Oc2ccc(-c3ccccc3)cc2)nc(N2CCOCC2)n1	-15	-2	-7	4	14	11	1	·	10
O=C(Nc1cccc(C(F)(F)F)c1)c1cc(-c2ccc(F)cc2)on1	3	-7	0	6	-5	6	0.8	-1	4
CCC1(C)Cc2ccccc2-c2nc3n(c(=O)c21)CC(C(=O)O)S3 (stereo not drawn)	-6	-7	3	9	7	26	1.6	-13	9
CC(C)OCCCNC(=O)c1cc2c(=O)n(C)c3ccccc3c2n1C	·	-1	3	3	·	-15	1.6	1	32*
Cc1ccc(NS(=O)(=O)c2cc(C(=O)NCc3ccccn3)ccc2Cl)cc1C	-4	-10	7	0	5	4	1.2	-4	-8
Cn1c(SCC(=O)NCc2ccco2)nc2ccccc2c1=O	·	-6	3	-6	·	22	1	2	1
Cc1ccc(S(=O)(=O)NCC(=O)N2CCOCC2)cc1	-8	-4	-8	6	7	10	0.9	-8	-1
c1ccc(N2CCN(c3ccccc3)C2c2cccs2)cc1	6	1	8	17	-8	23	0.8	4	9
CCCCCCSc1nnc(-c2cnn(-c3ccccc3)c2-n2cccc2)n1C	6	-3	-8	-10	-5	-30	1.5	31	61*
CCn1cc(C(=O)NCCCN2CC(C)CC(C)C2)c2cc(OC)c(OC)cc2c1=O (stereo not drawn)	5	-5	-6	-2	-4	3	1.5	-23	-1
Cc1ccc(-c2cn(-c3ccccc3)c3[n+]2CCCS3)cc1	5	-1	12	13	-6	-9	0.7	16	16
CNS(=O)(=O)c1cccc(C(=O)OCC(=O)Nc2ccccc2OC(F)F)c1	7	-2	4	4	-5	-8	1	-1	-4
CC(C)CC(=O)Nc1ccccc1N1CCN(C(=O)c2ccccc2)CC1	3	-3	8	-1	-1	4	1.6	3	8

Five compounds from above with just CD11b adhes inh, sEH act and E coli WT exp:
SMILES,CD11b adhes inh,sEH act,E coli WT exp
CCCCCCSc1nnc(-c2cnn(-c3ccccc3)c2-n2cccc2)n1C,31,-5,-8
CCC1(C)Cc2ccccc2-c2nc3n(c(=O)c21)CC(C(=O)O)S3 (stereo not drawn),-13,7,3
C(=N\n1cnnc1)/c1ccccn1,-16,·,4
Cc1ccc(NS(=O)(=O)c2cc(C(=O)NCc3ccccn3)ccc2Cl)cc1C,-4,5,7
c1ccc(N2CCN(c3ccccc3)C2c2cccs2)cc1,4,-8,8

Additional compounds follow:
SMILES	sEH inhibitor	S1P2 agonist	E coli WT exp	PostGolgi yeast	sEH act	S1P2 antag	PLAP act	CD11b adhes inh	PostGolgi ctrl
CC(=O)C1=C(c2ccccc2)NC(=O)NC1c1ccccc1OCC(=O)NCc1ccccc1 (stereo not drawn)	-2	-2	0	4	1	-2	1.5	-6	1
O=C(NCc1ccco1)c1n[nH]c(=O)c2ccccc12	-13	-5	10	-3	9	8	0.8	-5	6
C=CCn1c(SCc2cc(C(=O)OC)c(C)o2)nnc1-c1ccncc1	-3	-5	-3	3	1	13	1.8	36	0
Oc1ccc(Cl)cc1C(C#Cc1ccccc1)N1CCOCC1 (stereo not drawn)	-5	-4	-3	-2	8	-3	1.2	-43	20
CCCc1cc(C(=O)Nc2cccc(C(C)=O)c2)no1	1	-5	6	-9	1	15	0.9	-17	11
COC(=O)C1(C(F)(F)F)N=C(N(C)C)OC(N(C)C)=N1	2	-1	-3	1	-2	1	1.1	-14	-3
COC(=O)c1nc(NC(=O)c2ccc(Br)cc2)n[nH]1	-4	0	-7	1	2	-6	1	-4	0
COc1ccc(NC(=O)CN(C)S(=O)(=O)c2ccc3c(c2)CCC(=O)N3)c(OC)c1	-1	-7	-10	-12	-2	13	1.5	-3	-4
O=C(Cn1nnc2ccccc2c1=O)Nc1cc(C(F)(F)F)ccc1N1CCOCC1	3	-5	-5	5	1	4	1.2	18	17
Cc1cc(NCc2ccccc2Cl)n2nnnc2n1	·	·	6	18	·	·	0.9	8	5
O=C(O)CCC(=O)NCC1OCCc2ccccc21 (stereo not drawn)	8	-6	5	-3	-3	5	1.2	6	-6
C=CCn1c(C)c(C(C)=O)c(SC)nc1=S	-4	2	3	-12	5	-1	1	5	16
COc1cccc(C(=O)N(CN2CCCC2=O)c2cccc(Cl)c2)c1OC	·	0	4	4	·	5	1	·	8
OC1CCN(C(=S)NCCc2ccccc2)CC1	26	-4	4	2	-25	0	0.9	4	9
Cc1ccc(S(=O)(=O)NNC(=O)C2Cc3c(ccc4ccccc34)O2)cc1 (stereo not drawn)	-4	-8	2	12	7	13	1.2	·	14
Cc1ccc(SC(C)C(=O)Nc2cccnc2)cc1 (stereo not drawn)	-5	-5	0	6	5	20	1.2	·	-1
CCCN(C(=S)Nc1ccccc1)C1CCS(=O)(=O)C1 (stereo not drawn)	0	-3	11	1	1	14	0.8	·	-4
CCN1CCN(C(=O)CS(=O)(=O)Cc2nc(-c3ccc(C)cc3)oc2C)CC1	·	·	9	3	·	·	1.3	-4	-12
Cc1cc(C)n2nc(-c3ccsc3-n3c(C)ccc3C)cc2n1	7	-1	-6	-2	-7	13	1.1	·	3
O=C(CS(=O)(=O)Cc1ccccc1)Nc1ncccn1	-4	-4	-3	0	4	21	0.8	-9	3
C=CCN1CC2CC3(COc4cc(C)cc(C)c4)C=CC2(O3)C1=O (stereo not drawn)	-12	-8	5	8	9	5	1.6	-9	3
O=C(NCc1cccs1)C1CCN(S(=O)(=O)c2ccc(Br)s2)CC1	10	-1	-3	4	-8	-29	0.9	-3	12
CC1CCCCC12NC(=O)N(CC(=O)NC(=O)Nc1ccc3c(c1)OCCO3)C2=O (stereo not drawn)	30	-5	-5	6	-28	-2	1	-8	-1
Cc1cc(Cl)c(S(=O)(=O)Nc2ccc(Cl)cn2)cc1OCC(N)=O	-7	-6	·	·	8	-10	·	·	·
CCCNC(=S)Nc1ccc(Br)cc1	-4	-1	26	-4	4	9	0.9	14	6

The final two entries of the section above open the next one:
SMILES	sEH inhibitor	S1P2 agonist	E coli WT exp	PostGolgi yeast	sEH act	S1P2 antag	PLAP act	CD11b adhes inh	PostGolgi ctrl
Cc1cc(Cl)c(S(=O)(=O)Nc2ccc(Cl)cn2)cc1OCC(N)=O	-7	-6	·	·	8	-10	·	·	·
CCCNC(=S)Nc1ccc(Br)cc1	-4	-1	26	-4	4	9	0.9	14	6
c1ccc(Cn2ccnc2-c2ccco2)cc1	·	·	14	-8	·	·	0.8	11	10
Cn1cnnc1SCc1ccccc1	-15	-4	-7	-5	16	-1	0.9	2	4
O=C(Nc1c(F)cc(F)cc1Br)C1CCCO1 (stereo not drawn)	-1	-5	-1	16	-5	30	1	-21	-4
Cc1n[nH]c(C)c1S(=O)(=O)N1CCCC(C(=O)Nc2ccc3c(c2)OCCO3)C1 (stereo not drawn)	41	-4	4	-3	-42	-10	1.5	-22	10
O=[N+]([O-])c1ccccc1N/N=C/c1cc2ccccc2nc1Cl	2	-3	-4	14	-4	-3	0.8	4	0
COC(=O)C1C2C=CC3(CN(c4cccc(Cl)c4)C(=O)C13)O2 (stereo not drawn)	·	-3	-6	1	·	2	1	-5	12
Cc1ccc(-c2nn(C)c(=O)c3ccccc23)cc1CN1CCOCC1	·	-6	11	-2	·	-4	1.2	0	26

Compound activity as filed in PubChem BioAssay.
